# Integrin act MD = integrin-mediated muscular dystrophy alleviation activation. alpha7betagal myoblasts, beta-gal FDG fluorescence, 48 h. hit rate 0.064% among 350,000. AID 624291. Potency, µM (highest dose often 38.3 µM), for the others: top-dose activation, hits mostly activators;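 note: potency is the fitted concentration of half-maximal effect; 100% = response of the positive control SU9516; nearly all actives have a fitted effect of over 60% in size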
#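 alpha7betagal+/- myoblasts (passage 13, 250/well) treated 48 h at 37C with compounds at 1:260 dilution of DMSO stock. Lysed, then beta-galactosidase activity read as FDG fluorescence (ex 480/em 540) after 30 min, with pre-read for autofluorescence.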
# B2AR arrestin = agonists driving beta-arrestin recruitment to human beta2-adrenergic receptor | P07550 | beta-arrestin recruitment to beta2AR, cell-based reporter | Potency, µM (highest dose often 46.1 µM), for inactives: at the top dose activation, actives largely listed as activators | hit rate 0.02% among 330,000 | AID 492947;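 note: potency is the fitted concentration of half-maximal effect; 0% = DMSO controls and full agonism = EC100 isoproterenol or metaproterenol; nearly all actives have a fitted effect of over 65% in size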
# Target sequence (P07550 whole entry, looked up): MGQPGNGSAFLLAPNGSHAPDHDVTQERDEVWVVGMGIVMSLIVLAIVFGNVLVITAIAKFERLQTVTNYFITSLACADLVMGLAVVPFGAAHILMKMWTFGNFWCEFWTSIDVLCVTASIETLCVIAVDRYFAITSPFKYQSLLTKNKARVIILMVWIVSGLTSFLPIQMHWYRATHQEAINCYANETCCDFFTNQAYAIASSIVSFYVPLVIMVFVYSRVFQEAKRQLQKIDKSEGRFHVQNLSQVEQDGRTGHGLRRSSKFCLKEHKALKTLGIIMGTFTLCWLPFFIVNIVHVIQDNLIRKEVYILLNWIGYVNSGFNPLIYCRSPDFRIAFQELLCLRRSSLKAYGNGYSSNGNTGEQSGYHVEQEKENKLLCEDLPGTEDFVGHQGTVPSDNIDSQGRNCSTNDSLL
# Chronic BCR inh = inhibitors of chronic active B-cell receptor signaling; ABC-DLBCL IkBa-CBG/CBR reporter, luminescence ratio, 4 h; hit rate 0.05% among 340,000; Potency, µM (highest dose often 46.1 µM), for the others: at the top dose ratio change, negative = lower green/red ratio, actives largely listed as inhibitors; active = well fitted inhibition curve with a large enough effect in the signal ratio, with a control signal flat, not every such curve was filed as active; inconclusive = small, poorly fitted or top-dose-only effect, or effect the other way, or a change in a side signal; the % refers to the signal ratio;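 note: potency is the fitted concentration of half-maximal effect; plate controls were basal doxycycline-induced cells for no effect and cells given 10 µM MG132 for full effect; MG132 reads +100%, hits lower the ratio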
#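 Cell line TMD8 (human ABC DLBCL), stably expressing tet-inducible CBG68-IkBa fusion and CBR; IMDM/0.5% FBS; cpd up to 46 uM; dox induction, 4 h, 37C/5% CO2; dual luminescence; green/red ratio; MG132 control.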
# Menin-MLL TR inh = displaces Texas Red mutant MLL peptide from human menin. O00255. Menin + Texas Red MLL mutant peptide, fluorescence polarization. Potency, µM (series often up to 61.6 µM), inactives show at the highest dose FP activity change, negative = inhibition, actives largely listed as inhibitors. hit rate 0.23% among 270,000; active = well fitted inhibition curve with a large enough effect in the polarisation, with a control signal flat, not every such curve was filed as active; inconclusive = small, poorly fitted or top-dose-only effect, or effect the other way, or a change in a side signal; inactive = no such curve, though single readings can be large or run the other way; the % refers to the polarisation; note: potency is the fitted concentration of half-maximal effect; % of control where 0% means no effect; many of its hits are not listed in these tables
# FBPA coupling cs = coupling enzyme interference in Giardia aldolase counter-screen; activity change, negative = inhibition, % at 58.2 µM, hits read low; coupling enzyme system counterscreen, AmpLite Red fluorescence; hit rate 0.67% among 290,000; in the data active = activity change below about -30%; note: % is set by controls: 0 for no effect and ±100 for the full control effect
#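 Compounds tested against the coupling enzymes alone at 57.5 uM final; readout was AmpLite Red fluorescence (525/598 nm) after 20 min at RT.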
# PTAP TSG101 blk = blocks PTAP/TSG101 interaction to inhibit HIV-1 budding. Q99816. Fluorescence polarization, FITC-PTAP peptide / Tsg101 binding. Potency, µM (series often up to 115 µM), for inactives: top-dose activity change, negative = inhibition, hits mostly inhibitors. 340,000 tested, under 10 active. AID 493005; active = well fitted inhibition curve with a large enough effect in the main read-out, with a control signal flat, not every such curve was filed as active; inconclusive = small, poorly fitted or top-dose-only effect, or effect the other way, or a change in a side signal; inactive = no such curve, though single readings can be large or run the other way; note: potency is the fitted concentration of half-maximal effect; % of control where 0% means no effect
#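 Fluorescence polarization binding of Tsg101 binding domain (10 uM final) to FITC-labeled PTAP peptide (50 nM final) in HEPES pH 7.5 buffer with NaCl, Tween 20, EDTA, TCEP. Compounds added before peptide; binding 20 min at RT.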
# GALK inhibitor = inhibitors of human galactokinase. P51570. Purified GALK, Kinase-Glo residual ATP luminescence. AID 1868. hit rate 0.007% among 270,000. Potency, µM (series often up to 57.5 µM), for inactives: top-dose activity change, negative = inhibition, actives largely listed as inhibitors; note: potency is the fitted concentration of half-maximal effect; % is set by controls: 0 for no effect and ±100 for the full control effect
#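 GALK at 5 nM final was combined with compound, 35 uM ATP and 100 uM galactose in HEPES pH8.0 with MgCl2 and DTT. The reaction ran one hour at room temperature before luminescent ATP detection.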
# S-ASM inh = human S-ASM enzyme inhibition; P17405; placental ASM, HMU-PC fluorogenic substrate, 60 min; Potency, µM (doses to about 57.5 µM), for the others: at the top dose activity change, negative = inhibition, hits mostly inhibitors; hit rate 0.006% among 340,000; note: potency is the fitted concentration of half-maximal effect
# Target sequence (P17405 47-631 limits assumed): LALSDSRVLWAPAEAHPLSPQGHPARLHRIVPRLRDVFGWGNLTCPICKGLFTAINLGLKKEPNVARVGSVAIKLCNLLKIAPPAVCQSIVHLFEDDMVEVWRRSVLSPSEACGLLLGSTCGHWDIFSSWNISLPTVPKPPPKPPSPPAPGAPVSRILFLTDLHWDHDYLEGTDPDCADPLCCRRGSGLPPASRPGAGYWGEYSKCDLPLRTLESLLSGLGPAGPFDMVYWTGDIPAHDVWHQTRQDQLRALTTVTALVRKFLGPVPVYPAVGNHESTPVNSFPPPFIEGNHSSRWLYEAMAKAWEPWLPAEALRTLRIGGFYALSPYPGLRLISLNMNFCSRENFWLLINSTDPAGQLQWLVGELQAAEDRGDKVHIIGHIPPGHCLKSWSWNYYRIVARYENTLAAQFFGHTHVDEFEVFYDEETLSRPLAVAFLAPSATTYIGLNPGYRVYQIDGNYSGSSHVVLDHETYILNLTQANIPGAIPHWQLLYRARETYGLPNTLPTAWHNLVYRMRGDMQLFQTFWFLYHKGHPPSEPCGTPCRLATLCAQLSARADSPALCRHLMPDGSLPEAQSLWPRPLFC
#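 HMU-PC0 cleavage (9 uM final) by human placental ASM, 60 min at 37 °C following 10 min compound exposure at RT; stopped at pH 10, fluorescence Ex 386/Em 447 nm.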
# PKM2 activator = increases activity of human pyruvate kinase M2 | purified PKM2, Kinase-Glo ATP luminescence, activation; response scale: 0% is enzyme alone, no compound | hit rate 0.34% among 260,000 | P14618 | AID 1631 | Potency, µM (titrated, usually from 57.5 µM), inactives show at the highest dose activation, usual class: activators; note: potency is the fitted concentration of half-maximal effect; % is set by controls: 0 for no effect and ±100 for the full control effect; nearly all actives have a fitted effect of over 55% in size
#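 Purified hPK-M2 (>95%) run at intermediate activity with 0.1 mM ADP and 0.5 mM PEP in 50 mM imidazole pH 7.2, KCl, MgCl2; 1 h room temperature. ATP formed read by Kinase-Glo luminescence; normalized to uninhibited and no-enzyme controls.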
# Tb PFK block = blocks T. brucei phosphofructokinase; T. brucei PFK, ADP-Glo luminescence; Potency, µM (top dose mostly 57.5 µM), inactives show at the top dose activity, negative = inhibition, actives largely listed as inhibitors; hit rate 0.17% among 330,000; AID 485367;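 note: potency is the fitted concentration of half-maximal effect; 0% = uninhibited 1x PFK enzyme wells and -100% = no-enzyme wells; nearly all actives have a fitted effect of over 60% in size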
#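 PFK 1.25 nM, F6P 0.5 mM, ATP 0.1 mM, 0.1 M TEA pH 8.0, 5 mM MgCl2, 0.01% Tween20, 0.1% BSA; 45 min RT. ADP-Glo readout. qHTS titration up to 57 uM; curves fitted, compounds curve-classed.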
# Giardia kill = kills Giardia lamblia; Giardia lamblia trophozoite viability; activity change, % at 7.66 µM, hits read low; hit rate 0.15% among 340,000; in the data active = activity change below about -80%; inconclusive = between about -30% and that limit;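 note: parasites exposed to compound for two days anaerobically before the ATP read; % is set by controls: 0 for no effect and ±100 for the full control effect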
#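 Compounds were tested on trophozoites seeded at 100 cells/well and held 48 hrs at 37 deg C anaerobically. An ATP-based luminescent kit measured the remaining live cells.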
# * marks the source's active call; other numbers are inactive results; ? = inconclusive; / = not tested or not shown; [ ] = remark or other dose. Unless noted, calls come from the whole dose curve; as a rule, active = well fitted curve in the direction sought with a large enough effect; inconclusive = small, poorly fitted or top-dose-only effect, or another doubt; inactive = no such curve, though single readings can be large; an effect the other way counts as inactive or inconclusive. Not all compounds are listed (hit frequency here may not be typical).
SMILES,Integrin act MD,B2AR arrestin,Chronic BCR inh,Menin-MLL TR inh,FBPA coupling cs,PTAP TSG101 blk,GALK inhibitor,S-ASM inh,PKM2 activator,Tb PFK block,Giardia kill
Cc1cc(C)n(CC(=O)N2CCCC(N3CCN(c4ccc(F)cc4)CC3)C2)n1 (stereo not drawn),11%,-0.4%,0%,/,/,-1%,5%,3%,-5%,-4%,15
Cc1cc(C)n(CCN(C)c2nc3nonc3nc2N2CCCCC2)n1,5%,-0.7%,-3%,1%,5,-2%,-1%,3%,-7%,-6%,-1
CC(C)(C)NCc1ccc(OCc2cccs2)cc1,0%,-0.1%,0%,6%,4,-1%,-2%,2%,-7%,-1%,-9
CSC1=C(C#N)C(c2ccc3c(c2)OCO3)C2=C(CCCC2=O)N1 (stereo not drawn),8%,-0.6%,?,10%,-1,1%,-1%,9%,1%,-1%,14
CCCN1C(=O)C(NS(=O)(=O)c2ccc(N)cc2)(C(F)(F)F)C(C(=O)OC)=C1C (stereo not drawn),24%,0.0%,-1%,6%,2,-3%,2%,0%,1%,-3%,-11
COc1cccc(/C(O)=C/c2nc3ccc(C(=O)NCCc4cccc(C)c4)cc3[nH]c2=O)c1,-43%,-0.5%,?,3%,1,?,1%,45%[activator],-3%,0%,28
O=C(CSCc1cc(=O)n2nc(C3CC3)sc2n1)Nc1ccc(F)cc1,-15%,-0.3%,?,/,/,-2%,-9%,3%,/,8%,12
O=C(O)c1nccnc1C(=O)Nc1ccc(Oc2c(Cl)cccc2Cl)nc1,2%,-0.3%,1%,/,2,-2%,14%,2%,13%,-9%,-4
Cc1ccc(S(=O)(=O)N/N=C\c2ccc(C)o2)cc1,21%,0.0%,1%,30%[activator],3,-4%,0%,2%,4%,?,-17
COc1ccccc1NC(=O)Cn1nnc(-c2ccccc2NC(=O)c2cnccn2)n1,?,0.1%,-7%,-5%,-3,0%,10%,14%,-8%,0%,-17
O=C(O)c1cc(S(=O)(=O)Nc2cccc(Oc3ccccc3)c2)ccc1Br,-7%,0.1%,-3%,35%[activator],9,-15%,6%,12%,-4%,5%,-5
CC(C)Cn1cnc2c1c(=O)n(CC(O)c1ccccc1)c(=O)n2CC(C)C (stereo not drawn),11%,-0.5%,?,/,1,-1%,0%,5%,1%,4%,31[activator]
C#CCN1C(=O)S/C(=C/C=C/c2ccc(N(C)C)cc2)C1=O,10%,-0.3%,?,?,-4,21%,1%,-10%,-11%,-5%,1
O=C(Nc1cccc(Cl)c1)c1cncn1-c1ccc(F)cc1,1%,-0.4%,?,15%,-1,-1%,15%,-2%,-3%,-3%,11
COC(=O)c1cc2c(C)cc3ccc(C)cn3c-2c1C(=O)OC,17%,0.2%,?,12%,-6,-20%,0%,-13%,-3%,3%,3
CC(C)(C)c1ccc(-c2nnc(SCCC#N)n2C2CCCC2)cc1,-62%[inhibitor],0.0%,?,15%,-1,-2%,-1%,-8%,-2%,5%,13
O=C(c1cccc(S(=O)(=O)N2CCOCC2)c1)N1CCOCC1,2%,-0.4%,0%,3%,0,-1%,1%,0%,-2%,6%,-8
O=C(C[n+]1ccsc1)c1ccccc1,-57%[inhibitor],0.0%,0%,17%,3,-2%,3%,2%,0%,3%,4
CC(C(=O)NCCS(=O)(=O)c1ccc(Cl)cc1)S(=O)(=O)c1ccc(Cl)cc1 (stereo not drawn),2%,0.2%,7%,2%,-1,2%,11%,1%,0%,2%,13
Cc1ccccc1NC(=O)C1CCCN(S(=O)(=O)c2ccc3c(c2)C(C)(C)C(=O)N3C)C1 (stereo not drawn),-8%,0.1%,8%,-12%,2,-7%,/,7%,5%,-4%,5

# Whole records, quoted from the list. Order of screens: Integrin act MD, B2AR arrestin, Chronic BCR inh, Menin-MLL TR inh, FBPA coupling cs, PTAP TSG101 blk, GALK inhibitor, S-ASM inh, PKM2 activator, Tb PFK block, Giardia kill
# CC(C(=O)NCCS(=O)(=O)c1ccc(Cl)cc1)S(=O)(=O)c1ccc(Cl)cc1 (stereo not drawn) in the list: 2%, 0.2%, 7%, 2%, -1, 2%, 11%, 1%, 0%, 2%, 13
# O=C(c1cccc(S(=O)(=O)N2CCOCC2)c1)N1CCOCC1 in the list: 2%, -0.4%, 0%, 3%, 0, -1%, 1%, 0%, -2%, 6%, -8
# CC(C)(C)c1ccc(-c2nnc(SCCC#N)n2C2CCCC2)cc1 in the list: -62%[inhibitor], 0.0%, ?, 15%, -1, -2%, -1%, -8%, -2%, 5%, 13
# C#CCN1C(=O)S/C(=C/C=C/c2ccc(N(C)C)cc2)C1=O in the list: 10%, -0.3%, ?, ?, -4, 21%, 1%, -10%, -11%, -5%, 1
# CC(C)Cn1cnc2c1c(=O)n(CC(O)c1ccccc1)c(=O)n2CC(C)C (stereo not drawn) in the list: 11%, -0.5%, ?, /, 1, -1%, 0%, 5%, 1%, 4%, 31[activator]

# Additional results follow.
SMILES,Integrin act MD,B2AR arrestin,Chronic BCR inh,Menin-MLL TR inh,FBPA coupling cs,PTAP TSG101 blk,GALK inhibitor,S-ASM inh,PKM2 activator,Tb PFK block,Giardia kill
CCCCn1c(N)c(N(Cc2ccccc2OC)C(=O)c2ccc([N+](=O)[O-])s2)c(=O)[nH]c1=O,-24%,0.1%,2%,/,/,0%,/,4%,/,4%,2
CC(C)CCOc1ccc(C(=O)NCC(c2cccs2)N2CCOCC2)cc1 (stereo not drawn),-11%,-0.5%,?,/,/,-2%,/,-4%,/,-12%,3
CCOc1ccccc1NC(=O)C1CCN(S(C)(=O)=O)CC1,2%,0.5%,0%,-6%,-2,-3%,0%,4%,-15%,-4%,-9
Cc1cc(NS(=O)(=O)c2ccc(C3CCCCC3)cc2)no1,8%,0.3%,?,0%,7,-4%,0%,-5%,-2%,2%,2
O=[N+]([O-])c1ccc(Cl)c(/C=N/N2CCN(Cc3ccc(Cl)cc3)CC2)c1,17%,-0.3%,15%,-2%,3,-8%,1%,-1%,2%,-6%,-2
C[n+]1nc(Nc2cccc(F)c2)sc1-c1ccc(C(=O)O)cc1,/,-0.4%,?,/,2,/,-2%,/,0%,-2%,/
COc1cccc2cc(C(=O)N3CCN(c4ccccc4F)CC3)c(=O)oc12,-12%,0.5%,12%,1%,0,-5%,1%,-1%,-6%,5%,-10
CCCOc1ccc(C(=O)NCC(c2cccs2)N(C)C)cc1 (stereo not drawn),6%,-0.9%,?,-1%,2,-5%,/,-4%,3%,3%,5
COC(=O)c1cc(Br)cn1S(=O)(=O)c1ccccc1,-9%,-0.9%,?,3%,1,-6%,-2%,-4%,/,2%,-2
CC(=O)c1ccc(-c2nc3c4ccccc4ccn3c2C(C)=O)o1,0%,-1.0%,3%,-14%,0,-2%,-2%,40%[activator],0%,-1%,-5
Cn1c(Cc2cccs2)nnc1SCC(=O)N1CCc2ccccc21,3%,0.0%,4%,-12%,-9,-6%,0%,3%,-1%,0%,16
Cc1nn(Cc2cccc3ccccc23)c(C)c1NC(=O)c1cccnc1,9%,0.0%,3%,10%,1,-7%,0%,1%,0%,0%,3
CCOc1ccc(C(C)NC(=O)CCC(=O)O)cc1 (stereo not drawn),-5%,-1.1%,2%,-4%,-2,-6%,-1%,0%,-2%,-8%,27
CCOC(=O)Nc1ccc(C(N)=O)cc1,19%,-0.6%,-2%,-22%,1,0%,0%,4%,7%,-1%,-2
O=C(CN1C(=O)CC(c2ccccc2)S(=O)(=O)c2ccccc21)N1CCCCC1 (stereo not drawn),-20%,-0.2%,3%,0%,5,-2%,0%,0%,1%,2%,-5
Cc1ccc(Oc2ccc(S(=O)(=O)NCC(C)(C)N3CCOCC3)cc2)cc1,?,-0.2%,-5%,?,1,-1%,1%,0%,0%,-3%,3
O=C(Nc1nccs1)c1ccc(S(=O)(=O)N2CCOCC2)cc1,?,-0.6%,?,?,1,0%,0%,1%,10%,-2%,-11
CCn1c(=S)[nH]c2cc(S(=O)(=O)N3CCOCC3)ccc21,24%,0.1%,?,/,/,-1%,/,2%,/,0%,-11
COc1cccc(CNC(=O)c2cccc(Br)c2)c1,3%,-0.2%,-1%,5%,-1,0%,0%,1%,-5%,-4%,-4
COc1cccc(/C(O)=C/c2nc3ccc(C(=O)NCCc4ccc(Cl)cc4)cc3[nH]c2=O)c1,-6%,-0.5%,?,-6%,1,?,0%,22%,1%,-4%,-9
